Source: PubChem
COUP-TFII inh = inhibitors of human COUP-TFII (NR2F2); P24468; HEK293T NGFI-A luciferase reporter, luminescence; inhibition, % at 8.6 µM; 370,000 tested, 0.7% active; AID 686940;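 active means inhibition above a per-plate cutoff, mean inhibition of test wells between control levels plus 3 SD, cut at about 38% in these data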;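 further: cells cotransfected with COUP-TFII expression vector driving the NGFI-A reporter; 0% = median of COUP-TF2 test wells and 100% = reporter-only cells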
SRC2 inh = human SRC2 (NCOA2) inhibition; HEK293 GAL4-SRC2 luciferase reporter, luminescence; inhibition, % at 9 µM; 370,000 tested, 0.17% active; AID 651957;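 active means inhibition above the mean inhibition of all tested compounds plus 3 SD, set per campaign, cut at about 52% in these data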;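 further: 0% = DMSO treated cells and 100% = cells given Gossypol at 36 µM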
Target sequence (Q15596 whole entry, looked up, the tested form may be a part): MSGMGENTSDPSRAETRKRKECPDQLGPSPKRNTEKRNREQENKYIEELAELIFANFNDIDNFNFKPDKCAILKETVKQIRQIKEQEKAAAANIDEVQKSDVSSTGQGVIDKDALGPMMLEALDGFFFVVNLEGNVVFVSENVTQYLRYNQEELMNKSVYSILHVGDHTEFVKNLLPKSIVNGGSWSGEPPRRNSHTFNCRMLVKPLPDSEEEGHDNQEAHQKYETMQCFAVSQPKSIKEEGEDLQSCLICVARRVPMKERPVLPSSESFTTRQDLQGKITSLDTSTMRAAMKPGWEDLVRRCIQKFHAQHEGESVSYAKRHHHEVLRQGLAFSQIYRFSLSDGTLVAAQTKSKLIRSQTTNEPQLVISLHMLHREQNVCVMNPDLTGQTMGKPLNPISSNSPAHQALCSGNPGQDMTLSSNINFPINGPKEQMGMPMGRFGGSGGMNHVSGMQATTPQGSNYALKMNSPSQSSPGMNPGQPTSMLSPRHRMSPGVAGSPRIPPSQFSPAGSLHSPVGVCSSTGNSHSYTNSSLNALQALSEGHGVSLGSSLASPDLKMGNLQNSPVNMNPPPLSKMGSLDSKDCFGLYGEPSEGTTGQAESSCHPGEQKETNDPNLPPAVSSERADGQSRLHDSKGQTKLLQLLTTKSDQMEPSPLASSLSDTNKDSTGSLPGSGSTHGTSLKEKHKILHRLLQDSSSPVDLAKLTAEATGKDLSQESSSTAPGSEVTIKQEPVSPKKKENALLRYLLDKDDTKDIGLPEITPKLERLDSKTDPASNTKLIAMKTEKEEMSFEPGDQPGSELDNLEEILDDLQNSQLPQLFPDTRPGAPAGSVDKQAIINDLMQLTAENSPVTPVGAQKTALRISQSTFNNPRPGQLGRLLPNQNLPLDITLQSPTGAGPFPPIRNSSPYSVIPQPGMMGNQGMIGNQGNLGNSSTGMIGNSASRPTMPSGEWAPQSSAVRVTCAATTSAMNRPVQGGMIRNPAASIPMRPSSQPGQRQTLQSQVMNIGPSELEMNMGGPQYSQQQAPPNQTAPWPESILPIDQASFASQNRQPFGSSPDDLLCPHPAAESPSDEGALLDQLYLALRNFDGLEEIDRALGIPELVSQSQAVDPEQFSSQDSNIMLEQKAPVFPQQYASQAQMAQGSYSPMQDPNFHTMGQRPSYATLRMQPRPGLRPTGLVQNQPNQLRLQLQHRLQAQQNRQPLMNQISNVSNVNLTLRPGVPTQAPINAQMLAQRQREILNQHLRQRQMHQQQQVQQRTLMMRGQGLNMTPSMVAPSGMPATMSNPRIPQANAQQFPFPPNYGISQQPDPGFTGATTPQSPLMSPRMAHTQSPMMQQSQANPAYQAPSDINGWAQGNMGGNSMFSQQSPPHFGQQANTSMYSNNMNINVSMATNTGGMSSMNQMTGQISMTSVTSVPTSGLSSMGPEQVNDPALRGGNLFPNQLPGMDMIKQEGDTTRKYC
The depositor's hits bear a star.

Order of values: COUP-TFII inh | SRC2 inh
- Cc1c(Cl)cccc1NC(=O)C1CCCCC1
    -3 | -12
- CCCCN(C)C(=O)c1cn(C(C)c2ccccc2)nn1 (stereo not given)
    -7 | -18
- COc1ccc(OC)c(CNC(=O)c2cc(=O)[nH]c3ccc(S(=O)(=O)N4CCCC4)cc23)c1
    25 | -15
- COc1ccccc1Oc1c(C)oc2c(CN3CCN(CCO)CC3)c(O)ccc2c1=O
    6 | -2
- CCOC(=O)N[C@@H](Cc1cccnc1)C(=O)N1CCC[C@H]1C(=O)NC1CCCC1
    -1 | -12
- CC1(C)OC(=O)C2=C(CC(CCc3ccccc3)OC2CCc2ccccc2)O1 (stereo not given)
    18 | -7
- COC(=O)[C@]12C[C@H](CC(=O)NCc3ccccc3)C(=O)N(Cc3ccccc3)C1=C[C@H](C(C)C)O[C@@H]2C1CC1
    7 | 1
- O=[N+]([O-])c1ccc2c(c1)N([O-])C1(CCCCC1)[N+]2=O
    15 | -1
- Cc1ccc(-n2c(SCC(=O)Nc3ccc4c(c3)OCCO4)nnc2-c2cnccn2)cc1
    16 | 1
- CCCCOC(=O)C(C)Nc1n[nH]c(=S)[nH]c1=O (stereo not given)
    -2 | -5
- CCOc1cc(CCNC(=O)c2cc3ccsc3n2C)ccc1OC
    1 | 2
- Cc1cccc(Cn2cc(COC(=O)NCCc3c[nH]c4ccccc34)nn2)c1
    8 | 7
- CC(C)N1CCCCC(NC(=O)c2cccs2)C1=O (stereo not given)
    -23 | -8
- C=CCN(C(=O)[C@@H](C)[C@@H](O)c1ccc2ccccc2c1)c1ccccc1
    10 | -27
- Cc1ccccc1CN1CCCCC(NC(=O)C2CCCC2)C1=O (stereo not given)
    2 | 18

Further results:
Order of values: COUP-TFII inh | SRC2 inh
- COc1ccccc1NS(=O)(=O)c1cc(C(=O)NC2CCN(Cc3ccccc3)CC2)ccc1C
    68* | -21
- COC(=O)C1=C(C)N(C)C(=NCc2ccc3c(c2)OCO3)NC1c1cccc(F)c1 (stereo not given)
    -20 | 1
- CCCCNC(=O)C[C@H]1C[C@@]2(C(=O)OC)C(=C[C@H](C(C)(C)C)O[C@@H]2C)N(CCc2ccc(OC)c(OC)c2)C1=O
    14 | 6
- Cc1cc(N2CCN(CC(C)(C)O)C[C@@H]2C)ccc1N1CCN(Cc2ccccc2)[C@H](C)C1
    -11 | 8
- O=C(CSc1nnc(-c2cccs2)o1)c1cccc([N+](=O)[O-])c1
    0 | 1
- CCN(CC)S(=O)(=O)c1cccc(C(=O)N[C@@H](C)c2nc3ccccc3[nH]2)c1
    22 | -3
- O=C(OCCCN1CCC2(CCC(c3ccccc3)CC2)C1=O)c1ccccc1 (stereo not given)
    8 | -5
- CC1=NNC(=O)C1CCC(=O)N/N=C/c1ccc(C)cc1 (stereo not given)
    -5 | -9
- COC(=O)c1ccc(CN2C(=O)[C@]3(OCCC=C[C@H]3C)c3ccccc32)cc1
    -9 | 4
- Cn1c(=O)oc2cc(S(=O)(=O)N3CCN(C(=O)C4CCCO4)CC3)ccc21 (stereo not given)
    11 | -9
- COc1cc(NC(=O)c2ccccc2)c(C)cc1NC(=O)CSc1nnc(-c2cnccn2)n1-c1ccc(C)cc1
    5 | 22
- CCOc1ccc(C2CC=C(C(=O)O)CN2S(=O)(=O)c2ccc(C)cc2)cc1 (stereo not given)
    14 | 12
- CCC(C)CNC(=O)c1cn(C(C)c2ccccc2)nn1 (stereo not given)
    -16 | 1
- C[C@@H]1Cn2cnc(C(=O)N(C)Cc3ccccc3)c2C(=O)N1
    17 | 0
- O=C(CCc1ccccc1)N[C@H]1[C@@H](OC(=O)c2cnccn2)CCC[C@@]12C(=O)N(Cc1ccccc1)c1ccccc12
    1 | -12

(further entries)
Order of values: COUP-TFII inh | SRC2 inh
- Cc1ccc(S(=O)(=O)NCc2ccc3c(c2)OCO3)cc1
    0 | -1
- COC(=O)c1cc(=O)n(Cc2ccccc2)c(=NCc2ccccc2)s1
    8 | 4
- CC(C)C[C@H](NC(=O)C1CCCC1)C(=O)N1CCC[C@H]1C(=O)NCc1ccccc1
    5 | -18
- Cc1ccccc1CN1CCCCC(NC(=O)c2cccc(F)c2)C1=O (stereo not given)
    5 | -23
- Nc1nc2c(ncn2[C@@H]2O[C@H](C(=O)N[C@H](Cc3ccccc3)C(=O)NCC3CCCCC3)[C@@H](O)[C@H]2O)c(=O)[nH]1
    8 | 16
- COC(=O)N(C)C[C@H]1OCc2cnnn2CCCC(=O)N([C@H](C)CO)C[C@@H]1C
    -1 | -31
- CCOc1cccc(C=NNC(=O)C(=O)Nc2cccc(C(F)(F)F)c2)c1O
    2 | 18
- N=c1c2c(-c3ccccc3)c(-c3ccccc3)n(CCc3ccccc3)c2ncn1CCO
    19 | -29
- COC(=O)[C@@]12CCCCC3=C1N(CCC3)C(=O)[C@H]2CC(=O)NCCCCc1ccccc1
    -6 | 14
- COC(=O)[C@]12C[C@H](CC(=O)NCc3ccc(OC)c(OC)c3)C(=O)N(Cc3ccc(Cl)cc3Cl)C1=C[C@H](C(C)(C)C)O[C@@H]2C
    4 | 5
- Cc1ccc(-n2c(SC/C=C/c3ccccc3)nnc2-c2cccs2)cc1
    7 | -21
- COC(=O)c1cc2c(c3c4cc(F)ccc4n(S(=O)(=O)c4ccccc4)c13)C(=O)N(Cc1ccc(C(F)(F)F)cc1)C2
    -7 | 10
- COc1cccc(NC(=O)CSc2nnc(-c3ccoc3C)n2-c2ccccc2)c1
    7 | 18
- O=C(CSc1nnc(SCc2cccc3ccccc23)s1)Nc1ccccc1-c1ccccc1
    10 | 16
- Cc1cc(NS(=O)(=O)c2ccc(NC(=O)CSc3nnc(-c4ccncc4)n3Cc3ccco3)cc2)nc(C)n1
    0 | 26

Next section:
Order of values: COUP-TFII inh | SRC2 inh
- CCCCNC(=O)C[C@H]1C[C@@]2(C(=O)OC)C(=C[C@H](C(C)C)O[C@@H]2C2CC2)N(CCC2=CCCCC2)C1=O
    -6 | 2
- COc1ccc(CN2CCC(CNC(=O)NC3CCCC3)CC2)cc1
    24 | 13
- CSc1ccc(C(=O)NCC2CCN(C(=O)C(=O)c3cc4ccccc4o3)CC2)cc1
    -2 | -7
- Cc1cc(C)cc(NC(=O)CSc2ncc(S(=O)(=O)c3ccccc3)c(=O)[nH]2)c1
    -2 | -10
- COC(=O)[C@]12C[C@H](CC(=O)N3CCC(c4ccccc4)CC3)C(=O)N(Cc3cccc4ccccc34)C1=C[C@H](C(C)C)O[C@@H]2C1CC1
    1 | 1
- O=C(N[C@H](C(=O)N1CCC[C@H]1C(=O)NCc1ccccc1)c1ccccc1)c1ccc(Cl)c(Cl)c1
    1 | 24
- CCOC(=O)C1=CCN(S(=O)(=O)c2cccc(Cl)c2)C1c1ccc(Cl)cc1 (stereo not given)
    4 | 11
- COc1ccc(CCn2cnn3c(=O)c4ccccc4nc3c2=O)cc1OC
    20 | -7
- COC(=O)C1CCCN(C(=O)C2CCN(S(=O)(=O)c3ccccc3[N+](=O)[O-])CC2)C1 (stereo not given)
    -4 | -16
- CC(=O)Nc1ccc(SC[C@H](c2ccccc2)N2CCN(CCc3ccccc3)CCC2=O)cc1
    -4 | -13
- CN1C(c2ccccc2)CC2CN(c3ccccc3)C(=O)C21 (stereo not given)
    -19 | -20
- Cc1cccc(C)c1-n1nnnc1C1c2ccccc2OCC(=O)N1Cc1ccc(F)cc1 (stereo not given)
    2 | 16
- C#CCNC(=O)C[C@H]1C(=O)N(CCc2ccc(Cl)cc2)C2=CCCC[C@@]21C(=O)OCC
    -1 | 16
- CCC(=O)N(Cc1ccccc1)c1ccccc1C(=O)Nc1cc(OC)ccc1OC
    1 | -12
- O=C(NCc1ccccc1)OCCN1C(=O)CCC12CCC(c1ccccc1)CC2 (stereo not given)
    9 | 3

The last 7 records of the part before lead into the next.
Order of values: COUP-TFII inh | SRC2 inh
- COC(=O)C1CCCN(C(=O)C2CCN(S(=O)(=O)c3ccccc3[N+](=O)[O-])CC2)C1 (stereo not given)
    -4 | -16
- CC(=O)Nc1ccc(SC[C@H](c2ccccc2)N2CCN(CCc3ccccc3)CCC2=O)cc1
    -4 | -13
- CN1C(c2ccccc2)CC2CN(c3ccccc3)C(=O)C21 (stereo not given)
    -19 | -20
- Cc1cccc(C)c1-n1nnnc1C1c2ccccc2OCC(=O)N1Cc1ccc(F)cc1 (stereo not given)
    2 | 16
- C#CCNC(=O)C[C@H]1C(=O)N(CCc2ccc(Cl)cc2)C2=CCCC[C@@]21C(=O)OCC
    -1 | 16
- CCC(=O)N(Cc1ccccc1)c1ccccc1C(=O)Nc1cc(OC)ccc1OC
    1 | -12
- O=C(NCc1ccccc1)OCCN1C(=O)CCC12CCC(c1ccccc1)CC2 (stereo not given)
    9 | 3
- COC(=O)[C@]12C[C@H](CC(=O)NCc3ccc(C)o3)C(=O)N(Cc3ccccc3)C1=C[C@H](C(C)(C)C)O[C@@H]2C
    -1 | 12
- Cn1cc(CC(=O)Nc2ccc(Oc3cccnc3)cc2)c2ccccc21
    -4 | 4
- Cc1ccc(CSc2nnc(-c3cccs3)o2)cc1C
    -32 | -16
- COc1ccc(CSc2nnc(SCC(=O)Nc3ccccc3C(F)(F)F)s2)cc1
    -6 | -18
- Cc1[nH]nc2c1C(c1ccccc1)N(c1ccccc1)C2=O (stereo not given)
    -10 | -61
- COC(=O)[C@]12C[C@H](CC(=O)N3CCCC3)C(=O)N(CCC3=CCCCC3)C1=C[C@H](COCc1ccccc1)O[C@@H]2C
    -2 | 24
- Cc1ccc(-c2cc(-c3nnc(SCC(=O)N4CCOCC4)n3N)[nH]n2)cc1
    -15 | -28
- CC(C)Oc1cccc(-c2n[nH]c(=S)n2N=Cc2ccc(OCc3ccccc3)cc2)c1
    -9 | -31
- Nc1[nH]c2ccccc2c1C(=O)NC1CC1
    -2 | -7
- C=CCn1c(Cc2cccs2)nnc1SCC(=O)Nc1ccc2c(c1)OCO2
    2 | -13
- Cc1ccc2nc(-c3ccco3)c(Cc3ccsc3)n2c1
    -18 | -12
- COC(=O)[C@H](C(C)C)N1Cc2nnn(Cc3ccccc3)c2-c2ccccc2S1(=O)=O
    19 | 17
- COC(=O)N(C)C[C@H]1OCc2cn(nn2)CCCC(=O)N([C@H](C)CO)C[C@@H]1C
    -13 | -16
- Nn1c(SCC(=O)Nc2ccc(OCc3ccccc3)cc2)nnc1-c1cc(-c2ccccc2)n[nH]1
    -18 | 7
- CC(=O)c1cccc(OCC(=O)N(C)CC(=O)Nc2ccc(F)cc2)c1
    7 | -21

A second format for part of the listing above.
| COUP-TFII inh | SRC2 inh | SMILES |
| --- | --- | --- |
| -18 | 7 | Nn1c(SCC(=O)Nc2ccc(OCc3ccccc3)cc2)nnc1-c1cc(-c2ccccc2)n[nH]1 |
| 7 | -21 | CC(=O)c1cccc(OCC(=O)N(C)CC(=O)Nc2ccc(F)cc2)c1 |

Remaining list, next part:
Order of values: COUP-TFII inh | SRC2 inh
- CC(C)(C)c1ccc(OC(=O)c2ccc(-n3cncn3)nc2)cc1
    7 | -5
- COC(=O)[C@]12C[C@H](CC(=O)NCc3cccc(C(F)(F)F)c3)C(=O)N(CCC3=CCCCC3)C1=C[C@H](COCc1ccccc1)O[C@@H]2C
    -2 | -11
- C=CCN=C1NC(c2cccc(C(F)(F)F)c2)C(C(=O)OC)=C(C)N1Cc1ccccc1C(F)(F)F (stereo not given)
    8 | -17
- CCCCCOc1ccc(/C=N/NC(=O)CSc2nnc(-c3ccc(OC)cc3)n2-c2ccc(C)cc2)cc1
    -1 | 9
- CCCCCCC12C(=Cc3cc4c(cc31)OCCO4)c1cc(OC)c(OC)cc1C(CC(=O)NCc1ccccc1)N2C(=O)OC (stereo not given)
    -10 | 9
- COc1ccc(S[C@]2(C(=O)N3CCN(C(C)=O)CC3)CC(=O)N(S(=O)(=O)c3ccc(F)cc3)[C@@H]2c2ccc(OC)cc2)cc1
    16 | -29
- N#Cc1ccc(NC(=O)OC2CC3CC2[C@H]2CCCCN2[C@H]3Cc2ccccc2)cc1 (stereo not given in full)
    -6 | 10
- C=CCCN1[C@@H](Cc2ccccc2)COc2ccccc2S1(=O)=O
    13 | 6
- COC(=O)[C@]12C[C@H](CC(=O)NCCC(C)C)C(=O)N(Cc3ccc4c(c3)OCO4)C1=C[C@H](COCc1ccccc1)O[C@@H]2C
    0 | -11
- O=C(NC1CCCCN(Cc2ccc(OC(F)(F)F)cc2)C1=O)c1ccc2ccccc2c1 (stereo not given)
    16 | 14
- COc1cccc(-c2ccc3c(c2)[C@@H]2C[C@H]4[C@@H](CN2CC3)[C@H](C)ON4C)c1
    -15 | -17
- Cc1cc(NS(=O)(=O)c2ccc(NC(=O)CSc3nnc(-c4ccco4)n3-c3ccc(Cl)cc3)cc2)nc(C)n1
    -3 | 6
- COC(=O)C1=C(C)N(CC(C)C)C(=S)NC1c1cccc(OC)c1 (stereo not given)
    -8 | 6
- COC(=O)Cc1[nH]c(Cl)nc1C(N)=O
    -19 | 11
- Cc1ccc(Cn2cc(COC(=O)N3CCCC3)nn2)cc1
    -1 | -3
- C[C@@H](CCCCC1(C)OCCO1)CCC(=O)N(c1ccccc1)c1ccccc1
    -11 | 9
- O=C(OC12CCCN(C1)/C(=C/c1cccc(Cl)c1)C2)c1ccco1 (stereo not given)
    -1 | 4
- O=C(NCc1ccccc1)[C@H]1CCCN1C(=O)[C@H]1CCCN1C(=O)c1ccccc1
    7 | 15

Three of the compounds above, as tab-separated lines.
smiles	COUP-TFII inh	SRC2 inh
COC(=O)[C@]12C[C@H](CC(=O)NCc3cccc(C(F)(F)F)c3)C(=O)N(CCC3=CCCCC3)C1=C[C@H](COCc1ccccc1)O[C@@H]2C	-2	-11
O=C(OC12CCCN(C1)/C(=C/c1cccc(Cl)c1)C2)c1ccco1 (stereo not given)	-1	4
C[C@@H](CCCCC1(C)OCCO1)CCC(=O)N(c1ccccc1)c1ccccc1	-11	9

An excerpt; the hit share may differ from the screen's.
